# RORgamma inh = qHTS for inhibitors of ROR gamma transcriptional activity. Nuclear receptor ROR-gamma (Mus musculus), P51450. Drosophila S2 Gal4-RORgamma UAS-luciferase reporter, 20 h. Potency, µM (doses to about 53.6 µM), inactives show at the highest dose activity change, negative = inhibition, most hits filed as inhibitors. 310,000 tested, 5.4% active; note: potency is the fitted concentration of half-maximal effect; % is set by controls: 0 for no effect and ±100 for the full control effect; nearly all actives have a fitted effect of over 60% in size
# Target sequence (P51450 whole entry, looked up, the tested form may be a part): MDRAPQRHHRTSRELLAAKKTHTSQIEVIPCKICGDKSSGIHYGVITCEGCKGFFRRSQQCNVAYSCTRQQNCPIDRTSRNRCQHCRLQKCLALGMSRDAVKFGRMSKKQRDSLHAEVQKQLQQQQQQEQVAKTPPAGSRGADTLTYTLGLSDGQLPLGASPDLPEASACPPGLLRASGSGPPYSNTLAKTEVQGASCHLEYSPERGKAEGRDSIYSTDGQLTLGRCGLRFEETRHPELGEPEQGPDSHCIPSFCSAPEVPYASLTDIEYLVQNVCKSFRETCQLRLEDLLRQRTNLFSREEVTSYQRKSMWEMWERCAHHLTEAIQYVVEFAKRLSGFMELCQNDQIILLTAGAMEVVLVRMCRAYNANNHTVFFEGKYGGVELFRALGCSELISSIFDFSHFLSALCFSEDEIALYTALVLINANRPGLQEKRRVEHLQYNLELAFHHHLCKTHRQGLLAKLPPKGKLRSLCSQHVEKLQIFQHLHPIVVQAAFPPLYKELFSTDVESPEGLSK
#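 In this cell-based reporter format, copper sulfate (700 uM final) drives Gal4–ROR gamma fusion expression from a metallothionein promoter in Drosophila Schneider cells; compounds preincubated 1 hr, reporter read after 20 hr at ambient temperature.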
# Giardia killer = Small Molecules that selectively kill Giardia lamblia: qHTS; 340,000 tested, 0.15% active; AID 540267, 2011; Giardia lamblia trophozoite viability; activity change, % at 7.66 µM, hits read low; in the data active = activity change below about -80%; inconclusive = between about -30% and that limit;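 note: parasites exposed to compound for two days anaerobically before the ATP read; % is set by controls: 0 for no effect and ±100 for the full control effect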
#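 ATP-content bioluminescence gauges trophozoite survival. Cells (100/well) receive compound and incubate anaerobically for 48 hrs at 37 deg C; detection reagent follows for 15-30 min at room temperature.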
# uPA generation = qHTS for Inhibitors of Cell Surface uPA Generation | 330,000 tested, 0.31% active | cell surface uPA generation assay, qHTS | Potency, µM (titrated, usually from 38.3 µM), without a hit: at the highest dose activity change, negative = inhibition, actives largely listed as inhibitors | AID 540303, 2011; active = well fitted inhibition curve with a large enough effect; inconclusive = small, poorly fitted or top-dose-only effect; inactive = no such curve, though single readings can be large or run the other way; tested in mouse RAW 264.7 cells; note: potency is the fitted concentration of half-maximal effect; % is set by controls: 0 for no effect and ±100 for the full control effect; nearly all actives have a fitted effect of over 55% in size
# FLuc modulator = qHTS profiling assay for firefly luciferase inhibitor/activator using purifed enzyme and Km concentrations of substrates (counterscreen for miR-21 project); Luciferin 4-monooxygenase (Photinus pyralis), P08659; purified FLuc, Km substrates, luminescence inhibition; Potency, µM (doses to about 57.5 µM), for the others: top-dose activity change, negative = inhibition, usual class: inhibitors; 360,000 tested, 6.9% active; AID 588342, 2011;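 note: potency is the fitted concentration of half-maximal effect; plate controls were vehicle for no effect and reference inhibitor for full effect; nearly all actives have a fitted effect of over 55% in size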
# Target sequence (P08659 whole entry, looked up): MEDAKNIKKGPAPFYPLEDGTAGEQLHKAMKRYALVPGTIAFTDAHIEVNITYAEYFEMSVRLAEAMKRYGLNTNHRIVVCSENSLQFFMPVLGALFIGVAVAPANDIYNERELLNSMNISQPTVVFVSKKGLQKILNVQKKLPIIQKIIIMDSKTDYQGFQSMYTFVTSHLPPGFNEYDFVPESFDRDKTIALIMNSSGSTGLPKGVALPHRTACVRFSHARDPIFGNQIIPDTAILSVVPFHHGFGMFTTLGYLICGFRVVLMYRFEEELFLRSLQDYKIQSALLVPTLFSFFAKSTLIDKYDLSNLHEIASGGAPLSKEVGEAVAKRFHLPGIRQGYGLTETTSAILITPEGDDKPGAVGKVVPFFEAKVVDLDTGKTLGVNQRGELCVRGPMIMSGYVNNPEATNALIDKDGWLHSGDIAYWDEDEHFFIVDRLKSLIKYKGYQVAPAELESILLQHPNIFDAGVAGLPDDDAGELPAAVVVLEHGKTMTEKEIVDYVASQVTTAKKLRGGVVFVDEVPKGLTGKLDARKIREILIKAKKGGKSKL
#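 Purified P. pyralis luciferase (10nM final) with 10uM D-luciferin and 10uM ATP (Km levels) in 50mM Tris acetate pH 7.5, 10mM Mg acetate, 0.01% Tween-20, 0.05% BSA; qHTS 6-point titration, ~60 µM downward; luminescence read.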
# Coupling enz = qHTS Assay for Inhibitors of Fructose-1,6-bisphosphate Aldolase from Giardia Lamblia: Coupling assay counterscreen; coupling enzyme system counterscreen, AmpLite Red fluorescence; activity change, negative = inhibition, % at 58.2 µM, hits read low; AID 2472, 2010; 290,000 tested, 0.67% active; in the data active = activity change below about -30%; note: % is set by controls: 0 for no effect and ±100 for the full control effect
#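 First, compound is pin-transferred into glyceraldehyde-3-phosphate coupling-enzyme reagent at 57.5 uM final and held 10 min at RT. Next, substrate, coupling system and AmpLite Red are added. After 20 min RT, fluorescence (525/598 nm) is read.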
# Tb PFK block = qHTS Assay to Find Inhibitors of T. brucei phosphofructokinase | ATP-dependent 6-phosphofructokinase (Trypanosoma brucei brucei), O15648 | T. brucei PFK, ADP-Glo luminescence | Potency, µM (series often up to 57.5 µM), for the others: at the top dose activity, negative = inhibition, actives largely listed as inhibitors | 330,000 tested, 0.17% active;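 note: potency is the fitted concentration of half-maximal effect; 0% = uninhibited 1x PFK enzyme wells and -100% = no-enzyme wells; nearly all actives have a fitted effect of over 60% in size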
#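 In TEA buffer at pH 8.0 with 5 mM MgCl2, enzyme (1.25 nM) converted F6P (0.5 mM) and ATP (0.1 mM) for 45 min at room temperature. ADP product was read by luciferase luminescence.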
# ELG1 genotox = qHTS screen for small molecules that induce genotoxicity in human embryonic kidney (HEK293T) cells expressing luciferase-tagged ELG1 | HEK293T ELG1-luciferase reporter, luminescence, 16 h | Potency, µM (series often up to 46 µM), for inactives: at the top dose activity change, positive = activation, usual class: activators | 330,000 tested, 1.3% active | AID 504466, 2011; note: potency is the fitted concentration of half-maximal effect; % of control where 0% means no effect; nearly all actives have a fitted effect of over 60% in size
#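 Quantitative HTS format in 1536-well plates. HEK293T ELG1-luciferase reporter cells receive test compound and are incubated 16 hr at 37 °C, 5% CO2; ONE-Glo added, 30 min room temperature, then luminescence read.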
# NPC1 prom act = qHTS Assay for NPC1 Promoter Activators; Potency, µM (highest dose often 9.22 µM), for inactives: at the highest dose activation, usual class: activators; Huh7 NPC1 promoter luciferase reporter, 24 h; 320,000 tested, 2.4% active;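 note: potency is the fitted concentration of half-maximal effect; % of control where 0% means no effect; nearly all actives have a fitted effect of over 60% in size; reporter is driven by a mutant NPC1 promoter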
#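 Luminescence from an NPC1 promoter-driven luciferase reporter in stably transfected Huh7 cells was measured after 24 h compound treatment at 37 °C, followed by 10 min ambient incubation with luciferase detection reagent.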
# KCNH2 3.1 block = qHTS for Inhibitors of KCHN2 3.1: Mutant qHTS; activity change, % (tested at about 1.8 µM); 340,000 tested, 0.95% active; U2OS KCNH2 3.1, thallium flux FluxOr; hits give low values; AID 720553, 2013;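 active = maximum activity change below -70%; inconclusive = maximum activity change from -70% to -50%; inactive = maximum activity change above -50%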;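 note: thallium influx rate constant from kinetic fluorescence after stimulation buffer; % is set by controls: 0 for no effect and ±100 for the full control effect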
#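 We transduce U2OS cells with the mutant 3.1 virus, culture them overnight, load FluxOr with Red40 quencher for 45 min, then add stimulation buffer and read kinetically for 2 min to derive a normalized rate constant.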
# VP16 counter = VP16 counterscreen qHTS for inhibitors of ROR gamma transcriptional activity. Drosophila S2 Gal4-VP16 UAS-luciferase, luminescence, 20 h. Potency, µM (titrated, usually from 53.6 µM), for the others: at the top dose activity, negative = inhibition, actives largely listed as inhibitors. 310,000 tested, 3.5% active. AID 2546, 2010;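 note: Gal4-VP16 expression switched on by copper sulfate through the metallothionein promoter; potency is the fitted concentration of half-maximal effect; % is set by controls: 0 for no effect and ±100 for the full control effect; nearly all actives have a fitted effect of over 50% in size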
# Rab9 promoter act = qHTS Assay for Rab9 Promoter Activators; Huh7 Rab9 promoter-luciferase reporter, luminescence, 24 h; Potency, µM (series often up to 9.22 µM), for inactives: at the highest dose activation, negative = inhibition, hits mostly activators; 320,000 tested, 2.8% active; AID 485297, 2010; note: potency is the fitted concentration of half-maximal effect; % of control where 0% means no effect; nearly all actives have a fitted effect of over 60% in size
#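 Rab9 promoter-driven luciferase in stably transfected Huh7 cells; 1500 cells/well rested 2 h, exposed to compound in DMSO for 24 h at 37 °C, 5% CO2. Luminescence read 10 min after adding luciferase reagent at ambient temperature.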
# The depositor's hits bear a star; ? = inconclusive; / = not tested or not shown; [ ] = dose if it differs, or a comment. Unless noted, calls come from the whole dose curve; as a rule, active = well fitted curve in the direction sought with a large enough effect; inconclusive = small, poorly fitted or top-dose-only effect, or another doubt; inactive = no such curve, though single readings can be large; an effect the other way counts as inactive or inconclusive. Outcome played no part in choosing rows; 14% or so of the library scored in one or more.
SMILES,RORgamma inh,Giardia killer,uPA generation,FLuc modulator,Coupling enz,Tb PFK block,ELG1 genotox,NPC1 prom act,KCNH2 3.1 block,VP16 counter,Rab9 promoter act
O=C(Nc1ccc(Cl)cc1)c1ccc2nsnc2c1,43.0%,-6.7,0.2%,?,-5.4,-4.9%,15.8%,2.51µM*,-4.9,-10.1%[10 µM],3.98µM*
COc1ccccc1N1CCN(C(=O)c2coc(=O)c(Br)c2)CC1,-0.1%,-18.3,-1.3%,0.4%,-0.2,2.1%,0.2%,0.3%,2.9,0.5%,7.7%
CC(=O)Nc1cccc(-n2nnc(SCC(=O)c3ccccc3)n2)c1,24.3%,29.5,1.1%,16.9µM*,-0.1,0.2%,?,2.82µM*,6.7,2.2%,3.16µM*
Cc1c(S(=O)(=O)N2CCOCC2)c(=O)n(C)c(=O)n1C,-38.2%,4.3,-4.5%,7.6%,1.0,1.9%,-9.7%,-0.3%,7.3,-2.5%,-3.2%
CCN(CC)CCNC(=O)c1ccc(NC(=O)C2CCN(c3ncnc4sc(C)c(C)c34)CC2)cc1,36.3%,-5.1,-14.4%,-11.4%,/,?,-6.2%,2.7%,-8.2,-16.4%,4.7%
CCCCNC(=O)Cn1cnc2ccc(S(=O)(=O)N3CCC(C)CC3)cc2c1=O,2.0%,21.3,-2.6%,-1.2%,1.9,0.9%,11.9%,-5.5%,-11.7,0.9%,3.9%
CC(C)CCn1c(Sc2nc3ccccc3s2)nc2c1c(=O)[nH]c(=O)n2C,-18.4%,10.1,-3.7%,6.4%,-1.3,0.8%,-3.2%,1.1%,-19.1,0.5%,5.9%
CCc1cccc(OCC2Cn3c(nc4c3c(=O)n(C)c(=O)n4C)O2)c1 (stereo not given),?,17.3,-1.1%,-3.0%,3.1,-3.1%,-6.6%,-1.8%,5.0,-5.1%,-3.7%
Cc1cc(C)cc(NC(=O)c2cccnc2)c1,-5.7%,8.5,0.0%,-14.2%,0.8,0.1%,-0.7%,12.3%,18.5,-6.2%,6.6%
CC1CCCC(NC(=O)CSc2nnc(C(F)(F)F)n2C)C1C (stereo not given),/,-20.6,-17.9%,3.0%,/,-8.4%,-0.5%,-2.7%,-7.4,/,-3.8%
CC(=O)NC(Cc1ccccc1)C(=O)OCC(=O)c1ccc(F)cc1 (stereo not given),-10.1%,13.5,0.5%,-1.9%,0.6,-6.2%,0.2%,4.1%,26.9,-2.4%,-2.5%
NC(=O)c1ccc(-n2nnnc2SCC(=O)Nc2ccccc2)cc1,-21.1%[1.91 µM],-29.0,18.8%,-1.6%,0.4,-0.4%,-3.8%,1.0%,-8.8,-11.2%,-3.2%
CN(C)CCN=Cc1c(O)n(-c2ccc(S(=O)(=O)N3CCOCC3)cc2)c(=O)c2ccccc12,/,48.3[activator],-5.4%,1.0%,/,-0.1%,-1.0%,-0.1%,8.1,/,-3.2%
COc1cccc2sc(N(CCCN(C)C)C(=O)CCS(=O)(=O)c3ccccc3)nc12,11.2µM*,-11.0,?,-3.5%,-0.4,-16.7%,-7.0%,-3.0%,0.7,?,-3.4%
COc1ccc(C(=O)N2CCc3cc(OC)c(OC)cc3C2c2ccc(OC)c(OC)c2)cc1OC (stereo not given),-35.9%,9.1,-2.8%,-2.9%,1.3,-24.9%,3.5%,0.6%,-1.5,-2.5%,-1.0%
O=C(OCc1nnc(-c2cccs2)o1)C1=NN(c2ccccc2)C(=O)CC1,/,-5.4,1.0%,3.0%,/,-5.2%,4.8%,1.8%,-0.1,/,-0.7%
Cc1cccc(C)c1OCC(=O)Nc1ccc(NC(=O)c2ccco2)cc1,2.5%,-12.2,-1.7%,-5.2%,-0.4,-2.9%,-5.7%,-5.1%,-1.2,-5.1%,-4.2%
COc1ccccc1N=Cc1c(O)c2ccccc2oc1=O,-38.7%,8.3,19.8%,1.9µM*,-3.1,3.7%,0.5%,0.5%,10.4,?,0.3%
CC(C)CCc1noc(CN2CCN(CC(=O)NC(C)C)CC2)n1,?,-7.9,-1.3%,-2.1%,2.9,-15.3%,-3.2%,-1.0%,-1.2,-5.4%,-14.7%
Cc1ccc2[nH]c3c(c2c1)CN(C(=O)CN1CCN(Cc2ccc4c(c2)OCO4)CC1)CC3,21.6%,2.5,-4.6%,2.1%,-2.0,2.1%,-13.0%,5.6%,-30.2,-5.6%,-5.3%
COc1ccc(N2CC(C(=O)OCC(=O)Nc3cccc(C)c3)CC2=O)cc1 (stereo not given),4.3%,-1.0,-1.6%,2.8%,1.8,-4.0%,-0.2%,2.7%,11.0,1.2%,0.1%
CN(CCC(=O)Nc1ccc(Br)cc1)Cc1ccccc1,-1.3%,3.2,7.4%,0.4%,2.7,-0.3%,11.9%,-0.3%,?,2.3%,-6.0%
CC1CCN(S(=O)(=O)c2cccc(C(=O)N(Cc3ccccc3)c3ccccn3)c2)CC1,17.2%,-13.4,1.9%,3.0%,0.0,5.7%,-6.6%,-7.9%,-0.8,12.1%,-8.5%
Cc1cccc(NC(=O)C(c2cccc([N+](=O)[O-])c2)N2CCCCC2)c1 (stereo not given),-1.1%,10.8,-1.8%,-1.0%,0.3,-1.0%,0.0%,1.4%,-13.4,-3.2%,-2.1%
O=C(OCCC1Oc2cccnc2NC1=O)c1ccc([N+](=O)[O-])cc1 (stereo not given),3.3%,/,/,2.5%,0.3,0.5%,3.2%,-3.2%,/,8.0%,-3.6%
O=C(O)C1CCN(S(=O)(=O)c2ccc3c(c2)OCCCO3)CC1,-4.8%,-20.4,3.0%,6.1%,7.4,-3.6%,0.1%,-6.5%,-4.8,2.7%,1.8%
CC(C)(C)OC(=O)NCCCCCNC(=O)c1ncn(Cc2ccccc2)c1C(=O)NCCCCCNC(=O)OC(C)(C)C,/,-4.9,2.0%,/,/,0.4%,-5.3%,/,-11.0,/,/
O=C(NC1CCCCC1)N1CCC(n2cnc3ccccc32)CC1,-0.3%[10 µM],9.2,0.0%,2.0%,7.4,-3.8%,0.9%,8.8%,28.5,4.2%,1.1%
CCOc1ccc(NC(=O)c2cccc(NC(=O)c3ccccc3)c2)cc1,?,-12.7,-0.7%,?,2.8,-2.2%,4.8%,?,-6.3,6.1%,29.8%
O=C(NC1CCCC1)C(c1ccc(F)cc1)N(C(=O)c1csnn1)c1ccccc1 (stereo not given),-36.5%,-14.8,-3.4%,1.2%,-0.1,5.6%,0.1%,?,-12.0,14.5%,1.0%
COc1ccc(CCN(C)C(=O)CCNS(=O)(=O)c2ccccc2C(F)(F)F)cc1OC,/,-10.5,1.0%,10.0%,/,2.1%,7.7%,2.1%,-0.3,/,3.1%
Cc1nn(-c2ccccc2)c(N2CCCCC2)c1/C=N/NC(=O)c1ccncc1,?,16.5,4.0%,-10.9%,1.4,-12.6%,-9.9%,-5.4%,1.9,-1.5%,-1.9%
Cc1ccc(Cl)cc1NC(=O)CN1CCN(S(=O)(=O)N2CCOCC2)CC1,5.9%,-4.3,1.9%,1.6%,1.7,8.7%,-24.2%,0.1%,14.1,-2.4%,2.5%
CC(C)(Oc1ccc(Cl)cc1)C(=O)OCC(=O)NCCc1ccccc1,-6.6%,29.1,1.9%,0.7%,/,2.8%,2.0%,0.3%,16.0,-2.7%,8.6%
C[C@@H]1C(=O)O[C@@H]2CC34[C@H]5C[C@@H](C(C)(C)C)C36[C@H](OC(=O)[C@@H]6O)OC4(C(=O)O5)[C@@]12O (stereo not given in full),-5.3%,-18.3,3.8%,7.8%,2.6,-3.7%,-1.1%,-0.6%,11.6,5.9%,-7.3%
COC(=O)c1c(NC(=O)c2cccnc2Cl)sc(C(=O)N(C)C)c1C,-7.9%,3.7,-1.2%,-1.9%,4.9,0.7%,14.5%,-2.7%,9.7,0.4%,-1.7%
CCC(=O)Nc1nnc(-c2ccc(Cl)s2)o1,7.08µM*,8.5,-15.2%,?,1.7,-3.4%,9.0%,7.1%,18.4,12.6µM*,17.3%
COc1ccc(N(CC(=O)NCCSc2ccccc2)S(=O)(=O)c2ccccc2)c(OC)c1,/,-24.4,-5.4%,/,/,5.2%,-9.7%,/,-4.8,/,/

# Source: PubChem BioAssay
